Source: PubChem BioAssay (several laboratories)
Mtb FBA inh = inhibits M. tuberculosis FBA enzyme. purified M. tuberculosis FBA, fluorescence read-out. inhibition, % at 1 µM. 360,000 compounds, 2.3% hits. AID 588726; in the data active = inhibition above about 27%;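 note: 0% = vehicle and 100% = reference inhibitor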
Target sequence (P9WQA3 whole entry, looked up): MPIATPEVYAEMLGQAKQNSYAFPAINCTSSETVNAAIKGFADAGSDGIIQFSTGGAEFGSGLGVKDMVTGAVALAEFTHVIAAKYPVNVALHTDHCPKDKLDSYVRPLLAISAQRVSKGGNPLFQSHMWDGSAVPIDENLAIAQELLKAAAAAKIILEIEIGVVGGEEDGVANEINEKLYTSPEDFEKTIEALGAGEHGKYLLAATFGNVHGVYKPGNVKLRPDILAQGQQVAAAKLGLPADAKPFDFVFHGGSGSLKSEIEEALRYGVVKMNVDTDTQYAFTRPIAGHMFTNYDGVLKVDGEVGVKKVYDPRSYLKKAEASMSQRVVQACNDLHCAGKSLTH
PfHsp40 rescue = compounds rescuing yeast from Plasmodium falciparum HSP40 toxicity | 340,000 compounds, 0.68% hits | growth rescue, % at 12.5 µM | S. cerevisiae expressing PfHsp40, growth rescue, ATP luminescence; in the data active = growth rescue above about 28%, passing the limit was not always enough;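 note: yeast W303a lacking pdr1 and pdr3 grown in galactose medium; growth measured after three days at 30 °C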
GDH-TPI counter = inhibits GDH-TPI coupling enzymes, artifact for Mtb FBA screen | GDH-TPI coupled enzyme counterscreen, NADH absorbance | inhibition, % at 4.8 µM | 360,000 compounds, 1.2% hits; in the data active = inhibition above about 30%;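 note: 0% = DMSO wells and 100% = wells lacking the enzyme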
Mtb BioA inh = blocks M. tuberculosis BioA enzyme activity; purified M. tuberculosis BioA enzyme, plate reader; inhibition, % at 9.99 µM; 360,000 compounds, 0.096% hits; AID 602481; in the data active = inhibition above about 40%
TcdB GH inh = blocks C. difficile toxin B glycohydrolase activity; 350,000 compounds, 0.24% hits; AID 652162; inhibition, % at 9.99 µM; TcdB glycohydrolase enzymatic assay, plate reader; in the data active = inhibition above about 10%
Vc quorum ag = quorum light induction in luxS cqsA deficient V. cholerae | V. cholerae BH1578 lux reporter, luminescence, 6 h | activation, % at 18.7 µM | 350,000 compounds, 0.16% hits | AID 588436; in the data active = activation mostly above about 9.7%, no sharp cut-off; note: not every result past the cut was called active; inactives centre near 0; reference of the scale not given here
UGM FP inh = blocks M. tuberculosis UGM enzyme. P9WIQ1. purified UGM, fluorescence polarization probe displacement. inhibition, % at 10 µM. 320,000 compounds, 0.06% hits; in the data active = inhibition above about 10%, passing the limit was not always enough
Target sequence (P9WIQ1 whole entry, looked up): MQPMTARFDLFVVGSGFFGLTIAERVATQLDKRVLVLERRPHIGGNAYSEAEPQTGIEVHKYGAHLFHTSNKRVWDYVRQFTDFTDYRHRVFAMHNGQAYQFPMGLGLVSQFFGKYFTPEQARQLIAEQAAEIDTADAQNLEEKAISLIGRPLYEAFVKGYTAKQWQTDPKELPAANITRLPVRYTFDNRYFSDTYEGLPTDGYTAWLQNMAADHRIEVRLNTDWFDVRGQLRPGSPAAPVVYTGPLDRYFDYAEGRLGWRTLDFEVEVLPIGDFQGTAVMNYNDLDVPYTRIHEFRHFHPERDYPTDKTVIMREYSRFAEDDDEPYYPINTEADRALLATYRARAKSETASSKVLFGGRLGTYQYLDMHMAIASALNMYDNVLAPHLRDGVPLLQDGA
Yp Topo-I inh = blocks Yersinia pestis topoisomerase I activity | Y. pestis Topo-I cleavage product accumulation, plate reader | activity, % at 10 µM | 360,000 compounds, 0.064% hits | AID 504884; in the data active = activity above about 50%, passing the limit was not always enough; note: inactives centre near 2
FadD28 binding = M. tuberculosis FadD28 bisubstrate binding inhibition | 360,000 compounds, 0.22% hits | inhibition, % at 12.5 µM | FadD28 bisubstrate probe binding, fluorescence polarization; in the data active = inhibition above about 8.5%, passing the limit was not always enough
Active calls of the source: *; i = inactive; . = not tested or not shown.

Letters: A = Mtb FBA inh; B = PfHsp40 rescue; C = GDH-TPI counter; D = Mtb BioA inh; E = TcdB GH inh; F = Vc quorum ag; G = UGM FP inh; H = Yp Topo-I inh; I = FadD28 binding
> Cn1cnc2cc(NCc3ccc(Cl)cc3)ccc21
  A: 8	B: 1.3	C: 5	D: 0.6	E: 2.2	F: -0.3	G: -1.7	H: -19	I: -1.3

> CCC(=O)N1c2ccc(S(=O)(=O)CCC(=O)N3CCC4(CC3)OCCO4)cc2CC1C (stereo not drawn)
  A: 4	B: 0.0	C: 3	D: -0.8	E: .	F: i	G: 6.6	H: -2	I: -0.2

> Cc1cc(C)n2c(SCC(=O)NC3CCCCC3C)nnc2n1 (stereo not drawn)
  A: 1	B: 0.8	C: 3	D: 1.0	E: 0.3	F: -0.4	G: -1.0	H: 7	I: -2.1

> Cc1ccccc1C(=O)Nc1ccnn1C1CCN(Cc2cnn(C)c2)CC1
  A: -1	B: 1.3	C: 8	D: 0.0	E: 2.6	F: i	G: 3.5	H: 0	I: -1.4

> O=C(COC(=O)c1ccc(Br)o1)NCCCc1ccccc1
  A: 0	B: -0.9	C: -3	D: 0.2	E: .	F: i	G: -1.1	H: 4	I: -3.7

> O=C(NCc1ccc(Cl)c(Cl)c1)c1cc(C2CCCCN2C(=O)c2ccccc2)on1 (stereo not drawn)
  A: -2	B: .	C: 3	D: -1.1	E: 2.0	F: i	G: .	H: 29	I: -0.2

> COc1cc2nc(-c3ccccc3C)oc(=O)c2cc1OC
  A: 3	B: -0.8	C: 1	D: -4.8	E: 1.7	F: -2.0	G: -0.2	H: -8	I: 2.1

> Cc1cc(Cl)ccc1N(CC(=O)NCc1ccc2c(c1)OCO2)S(C)(=O)=O
  A: -3	B: -0.3	C: -6	D: .	E: 0.1	F: -0.2	G: 1.6	H: 12	I: -4.7

> CCCc1cc(C(=O)OC)c2ccccc2n1
  A: 0	B: -1.4	C: 0	D: .	E: .	F: -0.2	G: .	H: 0	I: -2.2

> Cc1ccccc1C(=O)c1cccn1CC(=O)NCc1ccc(Cl)cc1
  A: 1	B: 0.0	C: -2	D: -1.4	E: 0.7	F: -1.4	G: -1.2	H: 22	I: -1.9

> O=C(NNC(=O)c1ccccc1[N+](=O)[O-])c1csc(N2CCOCC2)n1
  A: -1	B: 0.5	C: 7	D: -1.2	E: -1.4	F: -5.6	G: 1.2	H: 1	I: -2.8

> Clc1ccc(N2N=C(c3cccs3)CC2c2ccco2)cc1 (stereo not drawn)
  A: 81*	B: 0.3	C: 3	D: .	E: .	F: -0.4	G: 0.5	H: -6	I: -2.0

> Cc1ccc(NC2=NC(c3ccccc3)n3c(nc(C)cc3=O)N2)cc1 (stereo not drawn)
  A: -1	B: -0.1	C: 5	D: -1.3	E: .	F: -0.6	G: -2.7	H: 4	I: -2.4

> Cc1cc(-c2nn(-c3ccccc3F)cc2CN2CCCC(O)C2)c(C)s1 (stereo not drawn)
  A: 4	B: 1.4	C: 23	D: 0.9	E: -0.3	F: 4.2	G: 0.9	H: -6	I: -2.4

> C=CCNc1nc(N)c([N+](=O)[O-])c(NCCO)n1
  A: -1	B: -0.1	C: 26	D: .	E: 0.5	F: -0.5	G: -0.5	H: -1	I: -0.8

> COC(=O)c1[nH]c2cc(OC)c(OC)cc2c1NC(=O)Oc1ccccc1
  A: 13	B: -0.1	C: 5	D: .	E: .	F: i	G: -0.7	H: -8	I: 0.1

> CN1C(=O)N(CC(=O)NCc2ccc(Cl)cc2Cl)C(=O)C12CCCCC2
  A: -2	B: 0.2	C: -4	D: -1.2	E: -1.5	F: 1.0	G: 1.5	H: 10	I: -4.1

> Cc1nc2ccccc2n1CCOc1ccc(F)cc1
  A: 1	B: 1.4	C: 3	D: 0.0	E: 0.1	F: i	G: -0.1	H: -5	I: -0.4

> CCOc1ccc(-c2noc(-c3cccnc3)n2)cc1OCC
  A: 1	B: .	C: -4	D: 12	E: 1.8	F: -0.6	G: 1.9	H: -9	I: -0.2

> COc1cc(C2C(C#N)=C(N)Oc3c2ccc2ccccc32)ccc1OCC(=O)Nc1cccc(C)c1 (stereo not drawn)
  A: 0	B: 4.5	C: 14	D: -2.2	E: 0.5	F: -0.2	G: -0.3	H: 26	I: -0.9

> CSc1ccc(C(C(C(=O)c2cccs2)N2CCOCC2)N2CCOCC2)cc1 (stereo not drawn)
  A: 2	B: 0.8	C: 8	D: 0.1	E: .	F: i	G: 3.2	H: 18	I: -0.5

> NNC(=O)CNC(c1ccccc1)c1cc(Br)ccc1NC(=O)c1ccc(Br)cc1 (stereo not drawn)
  A: 7	B: -0.4	C: 6	D: -2.0	E: .	F: -0.5	G: 1.5	H: 0	I: -1.1

> Cc1cccc(OC(=O)c2ccncc2)c1C
  A: -1	B: -0.9	C: -1	D: .	E: 1.7	F: -1.9	G: 0.9	H: 6	I: 0.6

> Cc1cc(C)nc(NC2=NCC(=O)N2c2cccc(Cl)c2)n1
  A: -1	B: -1.0	C: -3	D: 0.6	E: .	F: -1.8	G: 0.3	H: -6	I: -1.7

> Cc1[nH]c(=O)[nH]c(=O)c1S(=O)(=O)N1CCCc2ccccc21
  A: 2	B: 0.9	C: -4	D: -1.5	E: 0.3	F: i	G: 2.4	H: -7	I: -2.2

> Cc1cc(-c2nnco2)c(C)n1-c1ccc(F)cc1
  A: 3	B: -2.0	C: 2	D: 4.8	E: 0.3	F: -0.5	G: 0.2	H: 6	I: -0.5

> COc1ccc(NC(=O)COC(=O)c2ccc(N3CCCC3=O)cc2)cc1OC
  A: 3	B: 0.0	C: -3	D: 0.4	E: 0.5	F: 0.7	G: 0.8	H: 3	I: -1.0

> O=C(COc1cccc(C(F)(F)F)c1)Nc1cccnc1
  A: 0	B: 3.3	C: -2	D: 4.6	E: 2.0	F: -0.7	G: 2.7	H: 2	I: -3.3

> CC#CC(=O)N1CCC(CO)(CCc2ccccc2)CC1
  A: -3	B: -0.3	C: 0	D: 1.8	E: 0.9	F: -0.2	G: -0.5	H: 7	I: -1.7

> Cc1ccc(S(=O)(=O)Nc2cccc(C(=O)NCCCN3CCOCC3)c2)cc1F
  A: 3	B: -0.7	C: 4	D: -0.5	E: 0.8	F: -2.9	G: -3.4	H: 3	I: -2.1

> CCc1cccc(C)c1NC(=S)NCc1ccc2c(c1)cc(C)n2C
  A: 1	B: 0.7	C: 7	D: 0.9	E: 0.8	F: -0.2	G: -3.3	H: -4	I: -3.2

> Cc1ccccc1NC(=S)N(Cc1ccccc1)Cc1cccnc1
  A: 2	B: -0.8	C: -1	D: .	E: 1.0	F: i	G: 0.7	H: -9	I: 0.3

> Cc1cc(C(=O)COC(=O)c2ccc[nH]c2=O)c(C)n1-c1ccccc1F
  A: 0	B: -1.2	C: 4	D: .	E: 0.7	F: i	G: 2.7	H: 4	I: -5.3

> O=C(Nc1ccccc1)c1ccc(NCCN2CCOCC2)c(S(=O)(=O)N2CCOCC2)c1
  A: 3	B: -2.0	C: 3	D: -0.2	E: .	F: -0.3	G: -1.2	H: 3	I: -0.9

> CCc1sc(C(=O)Nc2ncccc2O)cc1C
  A: 2	B: 0.7	C: 13	D: -0.5	E: 0.4	F: -0.3	G: 0.7	H: -4	I: -3.3

> COc1ccc(CNC(=O)C2CC(C)=C(C)CC2C(=O)O)cc1 (stereo not drawn)
  A: 1	B: 0.2	C: 3	D: -1.0	E: .	F: i	G: 2.2	H: 3	I: 0.5

> COc1ccc(COC(=O)N/N=C(\C)CC(=O)Nc2c(C)cc(C)cc2C)cc1
  A: -1	B: -1.2	C: -4	D: -1.4	E: .	F: i	G: -2.9	H: 8	I: 0.8

> CCCNC(=O)COC(=O)c1cc(C)nc2ccccc12
  A: 3	B: -0.9	C: 2	D: .	E: 0.9	F: -0.3	G: -1.8	H: 1	I: -2.3

> COc1cc2ccccc2cc1C(=O)Nc1ccccc1Cl
  A: 4	B: -0.5	C: -1	D: -0.1	E: -2.2	F: -0.8	G: -2.9	H: -16	I: -1.8

> COC(=O)c1ccc(CSc2nc(-c3ccccc3)cs2)o1
  A: 2	B: 3.5	C: 4	D: -0.6	E: 1.3	F: i	G: -0.1	H: 22	I: -0.7

> Nc1nnc(CCOc2ccccc2Cl)s1
  A: 4	B: -2.6	C: -4	D: -1.2	E: .	F: i	G: -1.5	H: 5	I: -1.9

> O=C(N/N=C/C=C/c1ccccc1)c1cc2c(ccc3ccccc32)o1
  A: 0	B: 23	C: 11	D: .	E: .	F: i	G: 2.5	H: 9	I: 0.3

> CC(OC(=O)/C=C/c1cccs1)C(=O)Nc1ccc(C(N)=O)cc1 (stereo not drawn)
  A: 1	B: -0.6	C: 14	D: .	E: 1.9	F: i	G: 0.3	H: 8	I: -4.9

> Cc1ccc(OCC(=O)OC(C)CN2CCCCC2)cc1 (stereo not drawn)
  A: 0	B: 1.0	C: 1	D: -1.0	E: 1.3	F: 0.6	G: 1.0	H: 6	I: -4.3

> O=C(NCC1CCCO1)c1ccc2c(=O)n(Cc3ccco3)c(SCC(=O)N3CCCC3)nc2c1 (stereo not drawn)
  A: 1	B: -0.3	C: -1	D: .	E: .	F: -0.7	G: -0.5	H: 11	I: -3.2

> Cc1cc(-n2c(C)cc(C(=O)CSc3nnc4sc5ccccc5n34)c2C)no1
  A: 1	B: -0.1	C: 13	D: .	E: .	F: i	G: 1.0	H: -3	I: 0.1

> O=c1c2c(-c3ccco3)csc2nc(SCc2cn3cccnc3n2)n1-c1ccccc1
  A: 9	B: -0.8	C: 9	D: 3.5	E: .	F: i	G: -1.1	H: 15	I: -0.8

> COc1ccc([C@H]2CC(=O)C=C(c3cccc(OC)c3OC)C2)cc1OC
  A: 0	B: 1.0	C: -5	D: 1.0	E: 0.4	F: i	G: 1.6	H: 32	I: -4.3

> COc1ccc(C(=O)N/N=C/c2ccc(N3CCOCC3)s2)cc1OC
  A: -3	B: 0.8	C: 14	D: 0.5	E: -3.9	F: -4.0	G: 2.8	H: -4	I: -0.9

> CC(C)c1ccc(NC(=O)COC(=O)C2CC3C=CC2C3)cc1 (stereo not drawn)
  A: -2	B: 5.3	C: -2	D: 1.4	E: -0.1	F: i	G: 1.1	H: 17	I: -1.0

The results go on:
Letters: A = Mtb FBA inh; B = PfHsp40 rescue; C = GDH-TPI counter; D = Mtb BioA inh; E = TcdB GH inh; F = Vc quorum ag; G = UGM FP inh; H = Yp Topo-I inh; I = FadD28 binding
> O=C(c1cccs1)N1CCCC(c2nc3c(nnn3Cc3c(Cl)cccc3Cl)c(=O)[nH]2)C1 (stereo not drawn)
  A: -1	B: 2.0	C: -7	D: 4.5	E: 1.0	F: 0.8	G: -1.5	H: 39	I: -3.1

> Cc1cccc(-n2c(N)cc(=O)[nH]c2=S)c1
  A: -1	B: 1.0	C: -8	D: 1.7	E: .	F: 0.4	G: -2.5	H: 1	I: -4.3

> O=C(CSc1ccccc1C(=O)N1CCCCC1)NCC1CCCCC1
  A: -5	B: 1.2	C: -8	D: 0.6	E: 0.4	F: -0.1	G: 2.1	H: 3	I: -5.0

> CCC(C)(C)NC(=O)Nc1cc(Cl)ccc1OC
  A: -2	B: 1.4	C: 4	D: .	E: 0.7	F: -0.5	G: -1.5	H: -10	I: 0.5

> CC(=O)C1=CCC(c2ccc(C)o2)N(S(=O)(=O)c2ccc(C)cc2)C1 (stereo not drawn)
  A: 0	B: .	C: .	D: -1.5	E: 1.0	F: .	G: .	H: .	I: -3.1

> CCOC1CS(=O)(=O)CC1OCC (stereo not drawn)
  A: 0	B: 0.8	C: -4	D: -3.2	E: .	F: -0.3	G: 2.0	H: -6	I: 1.4
